Screening data from PubChem BioAssay.
TRPN1 ag – zebrafish TRPN1 channel agonists, primary screen, cell-based, HEK293, calcium fluorescence | transient receptor potential cation channel N1 (TRPN1/NompC), Danio rerio | HEK293 zebrafish TRPN1-YFP, Fluo-8 calcium fluorescence; 100% = response to 87 µM carbachol | activation, % at 3 µM | 0.18% of 220,000 active | AID 1424, 2008;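 active = activation above its plate's cutoff, the mean activation of test wells on that plate plus 3 SD, cut at about 19% in these data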;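 also: 0% = DMSO alone and 100% = 87 µM carbachol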
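Control set: carbachol 87 µM as high control, DMSO as low control; system: HEK293 stable line with zebrafish TRPN1-YFP; read-out: % activation versus carbachol response; detection: intracellular calcium fluorescence with Fluo-8; doses: single test compound dose, 3 µM nominal, 0.3% DMSO; schedule: dye 1 h 37 °C plus 30 min RT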
NPY Y1 blocker – NPY-Y1 receptor antagonists, primary screen, cell-based; Neuropeptide Y receptor type 1 (Homo sapiens), P25929; HEK293-CNG Y1 cells, membrane potential fluorescence; NPY at EC95, then isoproterenol; inhibition, % at 3.6 µM; 1% of 200,000 active; AID 1040, 2008;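 active = inhibition above the campaign mean inhibition of all tested compounds plus 3 SD, cut at about 20% in these data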;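 also: 0% = DMSO wells given NPY plus isoproterenol and 100% = isoproterenol alone without NPY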
Target sequence (P25929 whole entry, looked up): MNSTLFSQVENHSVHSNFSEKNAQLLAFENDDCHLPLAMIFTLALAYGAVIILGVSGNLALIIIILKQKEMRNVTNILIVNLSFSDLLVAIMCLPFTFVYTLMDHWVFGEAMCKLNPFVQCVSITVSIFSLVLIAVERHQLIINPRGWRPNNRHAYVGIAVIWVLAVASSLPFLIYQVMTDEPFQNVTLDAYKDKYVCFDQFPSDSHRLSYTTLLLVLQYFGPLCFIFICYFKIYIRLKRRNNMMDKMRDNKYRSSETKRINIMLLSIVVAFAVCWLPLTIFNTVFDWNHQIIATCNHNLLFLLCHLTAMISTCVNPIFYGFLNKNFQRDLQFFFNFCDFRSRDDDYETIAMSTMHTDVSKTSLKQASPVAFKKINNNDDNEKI
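Material: HEK293 Y1/CNG channel cell line | Also added: NPY (25 nM), isoproterenol (1 µM), Ro 20-1724 (25 µM) | Compound: One concentration, 3.6 µM, in 0.4% DMSO | Schedule: 3 h dye uptake, 1 h room-temperature compound, 45 min post-isoproterenol | Signal: Membrane-potential fluorescent dye readout | Read-out: % inhibition of NPY effect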
TRPML3 ag – human TRPML3 channel agonists, primary screen, cell-based, HEK293 TRPML3-YFP, Fluo-8 calcium fluorescence, 3 µM | Mucolipin-3 (Homo sapiens), Q8TDD5 | 100% = the carbachol control signal | activation, % at 3 µM | 0.29% of 220,000 active | AID 1448, 2008;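 active = activation above its plate's cutoff, the mean activation of the plate's test wells plus 3 SD, cut at about 12% in these data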;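 also: 0% = DMSO only wells and 100% = carbachol wells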
Target sequence (Q8TDD5 whole entry, looked up): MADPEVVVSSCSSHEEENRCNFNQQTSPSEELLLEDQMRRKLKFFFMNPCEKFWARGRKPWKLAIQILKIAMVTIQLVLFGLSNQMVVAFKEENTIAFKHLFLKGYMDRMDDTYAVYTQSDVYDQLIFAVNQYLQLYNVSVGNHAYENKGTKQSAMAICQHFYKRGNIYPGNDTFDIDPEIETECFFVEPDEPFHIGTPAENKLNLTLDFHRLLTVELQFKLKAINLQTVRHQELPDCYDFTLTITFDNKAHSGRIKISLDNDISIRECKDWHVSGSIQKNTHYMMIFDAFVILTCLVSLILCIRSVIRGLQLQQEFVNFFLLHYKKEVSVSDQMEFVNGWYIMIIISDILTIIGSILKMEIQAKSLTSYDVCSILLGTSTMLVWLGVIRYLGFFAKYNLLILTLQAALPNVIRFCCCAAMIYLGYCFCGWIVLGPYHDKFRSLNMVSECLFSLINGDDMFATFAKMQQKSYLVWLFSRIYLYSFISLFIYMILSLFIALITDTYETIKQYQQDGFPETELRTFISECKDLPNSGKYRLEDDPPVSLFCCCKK
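Material: TRPML3-YFP stable HEK293 cells | Dosing: One concentration, 3 µM nominal, 0.3% DMSO | Timing: 125 s total fluorescence read per well | Technique: Fluo-8 calcium dye fluorescence, ex 470-495, em 515-575 nm | Measure: Percent activation from peak-to-basal fluorescence ratio, scaled between DMSO and carbachol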
S1P4 antag – S1P4 receptor antagonists, primary screen, cell-based; AID 1510, 2009; S1P4-expressing cells, antagonist mode, reporter read-out; Sphingosine 1-phosphate receptor 4 (Homo sapiens), O95977; inhibition, % at 4.98 µM; 0.26% of 220,000 active; in the data active = inhibition above about 29%;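 also: 0% = wells stimulated with agonist and 100% = vehicle wells without agonist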
EP2 mod – EP2 receptor modulators, cAMP readout, primary screen, cell-based, HTRF cAMP, PGE2 stimulation; induction, % at 25 µM; EP2-expressing cells, cAMP HTRF FRET, PGE2 co-stimulation; Prostaglandin E2 receptor EP2 subtype (Homo sapiens), P43116; 0.83% of 260,000 active;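 active = compounds whose cAMP rise, as percent of the full-agonist control response, exceeds 60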;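 also: rat C6 glioma line stably carrying human EP2 under a CMV promoter; the protocol text gives 20 µM as final concentration; 100% = response of wells given 1 µM PGE2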
NPY1 pot ag – NPY-Y1 receptor potentiators or agonists, primary screen, cell-based | Neuropeptide Y receptor type 1 (Homo sapiens), P25929 | NPY-Y1 expressing cells, potentiator/agonist activation | activation, % at 3.6 µM | 0.37% of 220,000 active | AID 1304, 2008; in the data active = activation above about 33%, passing the limit was not always enough;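 also: cells stimulated with NPY at EC10 then isoproterenol at EC100; 0% = low agonist plus stimulus and 100% = saturating agonist plus stimulus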
CHOP inh – inhibitors of CHOP promoter induction, primary screen, cell-based, unfolded protein response, luciferase reporter | AID 2732, 2010 | inhibition, % at 10 µM | 3.8% of 220,000 active | CHO-K1 CHOP-promoter luciferase, tunicamycin-induced, 15-18 h;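 active = compounds that reduced the stress-induced luciferase reporter signal by more than about 70% of percent inhibition, limit read from the data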;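 also: 0% = tunicamycin plus vehicle and 100% = wells without tunicamycin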
NPY2 pot ag – NPY-Y2 potentiators or agonists, primary screen, cell-based | cells expressing NPY-Y2, potentiator/agonist read-out | activation, % at 3.6 µM | 0.45% of 220,000 active; in the data active = activation above about 27%;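 also: cells stimulated with NPY near EC25 plus isoproterenol at EC100; 0% = vehicle plus submaximal agonist and 100% = vehicle plus saturating agonist; some results beyond the cut were filed as inactive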
S1P4 agonist – S1P4 receptor agonists, primary screen, cell-based; activation, % at 4.98 µM; 0.35% of 220,000 active; S1P4-expressing cell line, agonist reporter assay; Sphingosine 1-phosphate receptor 4 (Homo sapiens), O95977; AID 1509, 2009; in the data active = activation above about 11%;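 also: 0% = DMSO vehicle and 100% = reference agonist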
* hit, by the source's call; . = no result given. No enrichment for hits; 6.5% or so of the library scored in one or more.

smiles	TRPN1 ag	EP2 mod	NPY Y1 blocker	S1P4 agonist	NPY2 pot ag	NPY1 pot ag	S1P4 antag	CHOP inh	TRPML3 ag
O=C(O)COc1c(-c2ccco2)oc2ccccc2c1=O	0.8	-1	4	0.9	-6	-19	-8	13	0.7
CCCC(=O)Nc1ccccc1NC(=O)c1ccc(OC(C)=O)cc1	0.4	3	4	2.6	-4	11	-4	13	0.4
Cc1cc(C)cc(NC(=O)NC2CCN(CC(=O)Nc3c(C)cc(C)cc3C)CC2)c1	-1.6	.	1	-1.4	10	-3	-15	.	-0.1
NC(=O)c1c(NC(=O)C2CCCO2)sc2c1CCC2 (stereo not given)	0.3	-2	-6	1.5	3	4	2	-6	-0.1
CSCCC(NC(=O)c1cc(C)oc1C)C(=O)O (stereo not given)	0.0	28	9	0.1	-8	23	5	35	0.4
O=C(NCc1cccnc1)C1CC(c2ccc(F)cc2)=NO1 (stereo not given)	-0.6	14	3	0.7	13	17	-10	-2	0.8
CC(C)/C=C1\CCCCC1N(C)C(=O)NC(C)C (stereo not given)	-0.4	20	11	1.3	-15	9	-13	16	-0.5
CCSCc1nnc(SCC(=O)Nc2cccc(C(C)=O)c2)n1C	-1.6	1	4	-1.3	-3	13	-19	3	-0.1
CCOC(=O)c1ccc(NC(=O)NCc2ccncc2)cc1	1.7	-2	-5	-0.6	3	-7	-7	-7	1.0
Cc1nn(C)cc1/C=N/NC(=O)CSc1ccccn1	0.4	-14	.	0.9	5	9	4	10	0.9
COc1c(OC)c(O)c2c(=O)c(O)c(-c3ccccc3)oc2c1OC	0.5	-7	-1	0.3	-20	0	-28	-5	-0.3
CC1=CC(C)(C)n2c(O)c(N=NC(N)=S)c3c(C)ccc1c32	-0.7	17	-1	-0.2	2	1	-9	11	0.2
CCCn1c(N)c(Sc2ccc(C)cc2)c(=O)n(CCC)c1=O	0.2	-7	1	2.5	10	10	-12	12	-0.9
COC(=O)Cc1cc(=O)[nH]c(/N=C(\N)Nc2cccc(C)c2)n1	0.5	-22	-4	0.2	-5	-13	-16	10	0.2
O=C(O)CNC(=O)CCn1nnc2ccccc2c1=O	1.8	-1	.	-1.4	-3	-4	-1	-10	0.5
COc1ccc(C(=O)NCC(=O)NCCc2c[nH]c3ccccc23)cc1OC	2.6	-50	-3	0.1	-15	-23	4	-5	1.1
CCOC(=O)N1CCN(C(=O)Cn2nc(-c3ccc(Cl)cc3)ccc2=O)CC1	1.0	-9	-2	-0.3	12	32	-12	36	0.1
Cc1nn2c(COc3ccc(NC(=O)C(C)C)cc3)nnc2c2ccccc12	1.3	-49	9	0.2	-9	-16	1	-5	-0.3
Cc1ccc(/C=N/N2CCN(c3ccccn3)CC2)o1	-0.7	-13	.	2.4	1	23	0	-9	0.7
CC(C)C(C(=O)NC1CCCCC1)N(CC1CCCO1)C(=O)CNS(=O)(=O)c1ccc(F)cc1 (stereo not given)	-0.7	15	-1	1.2	-2	0	4	28	0.2
COc1cc(NC(=S)NC2CC2)c(OC)cc1Cl	-1.9	-3	-1	0.1	11	-1	-11	25	0.3
COC(CNC(=O)c1cccc(-n2c(=S)[nH]c3cc(Cl)ccc3c2=O)c1)OC	1.4	25	4	-0.7	7	7	0	11	0.6
CCCCN(CC)c1nc(N)c2c(N)nc(OCC)cc2c1C#N	0.4	4	-6	-3.0	-10	-2	-20	95*	1.1
Cn1c(=O)c2c(ncn2CC(=O)N2CCN(c3ccccc3F)CC2)n(C)c1=O	0.7	22	-3	-0.6	-2	-25	-7	19	0.4
Cc1ccc(C(=O)NC(=S)Nc2ccc(N3CCOCC3)cc2)cc1C	0.4	-35	0	-1.4	4	-9	-15	7	1.4

Whole records, quoted from the list.
Listed for CCSCc1nnc(SCC(=O)Nc2cccc(C(C)=O)c2)n1C = TRPN1 ag = -1.6; EP2 mod = 1; NPY Y1 blocker = 4; S1P4 agonist = -1.3; NPY2 pot ag = -3; NPY1 pot ag = 13; S1P4 antag = -19; CHOP inh = 3; TRPML3 ag = -0.1
Listed for O=C(O)COc1c(-c2ccco2)oc2ccccc2c1=O = TRPN1 ag = 0.8; EP2 mod = -1; NPY Y1 blocker = 4; S1P4 agonist = 0.9; NPY2 pot ag = -6; NPY1 pot ag = -19; S1P4 antag = -8; CHOP inh = 13; TRPML3 ag = 0.7

(continued)
smiles	TRPN1 ag	EP2 mod	NPY Y1 blocker	S1P4 agonist	NPY2 pot ag	NPY1 pot ag	S1P4 antag	CHOP inh	TRPML3 ag
COc1ccc(OC)c(CN2CCCC(C(=O)N3CCCCC3)C2)c1 (stereo not given)	0.8	21	8	0.5	-25	-33	-3	-3	-0.3
COc1cccc(/C=N/NC(=O)C[n+]2ccccc2)c1OC	0.4	35	-7	2.6	-4	10	-7	-24	0.2
O=C(CS(=O)CC(=O)N(CC(=O)NC1CCCC1)C1CCCCC1)Nc1ccc(F)cc1 (stereo not given)	0.5	16	5	-0.5	9	-1	0	0	-0.3
Cc1c(C(=O)N2CCN(S(C)(=O)=O)CC2)oc2ccccc12	0.2	2	2	-0.7	-6	-1	-23	-12	-0.2
CCOC(=O)C1CCN(C(c2ccccn2)c2c(C)[nH]c3ccccc23)CC1 (stereo not given)	0.1	-17	-4	0.3	-5	0	-1	-106	0.4
Cc1ccc(C(=O)N2CCN(Cc3ccc4c(c3)OCO4)CC2)cc1S(=O)(=O)N1CCOCC1	1.6	-6	.	-0.2	8	15	0	9	1.9
COc1ccc(/C=C/C(=O)c2ccccc2)c(OC)c1	-2.8	-29	0	-2.2	-10	-23	13	-19	-1.5
O=C1N(Cc2ccc3c(c2)OCO3)c2ccccc2C1(O)c1c[nH]c2ccccc12 (stereo not given)	-1.5	38	-5	-2.1	1	13	-12	53	-0.6
CCCSCCCNC(=O)CC1Oc2ccccc2NC1=O (stereo not given)	-2.1	3	6	-1.8	-4	-7	-8	43	-0.3
Cc1ccc(-c2noc(CCCOc3ccc(Cl)cc3Cl)n2)cc1	2.4	1	-2	2.1	-29	3	6	22	1.0
C=CCn1c(COc2ccccc2)nnc1SCc1ccc(C#N)cc1	1.0	7	-1	-1.1	0	-6	-7	-24	0.8
CC(CNC(=O)C1CCCCC1)NC(=O)C1CCCCC1 (stereo not given)	-0.2	17	0	0.3	0	10	-4	47	0.2
CC1C/C(=N/O)C(C)CN1 (stereo not given)	-1.6	19	3	0.0	2	-8	-3	36	0.2
CC(NC(=O)NC1CCCCC1)C(c1cccs1)N1CCOCC1 (stereo not given)	-0.1	12	3	-0.3	10	-2	-12	-13	-0.5
Cc1nnc(SCc2ccccc2Cl)n(N)c1=O	-0.7	25	-2	0.5	8	19	-13	-10	0.1
O=C(Oc1ccc([N+](=O)[O-])cc1)c1cccnc1	2.0	29	-3	0.1	10	-3	-7	0	0.6
O=C(Nc1ccc(F)cc1F)c1ccc(-n2cccn2)nc1	7.6	-46	6	-1.2	1	12	9	19	3.8
COc1cc(S(=O)(=O)N(C)C)ccc1Br	-0.8	11	6	1.6	9	-1	3	8	1.1
O=C1N(Cc2cccc(Cl)c2)C[C@@H]2C[C@@H](c3ccccn3)N3CCC[C@@]123	-0.4	-11	8	-1.7	-9	-12	11	14	0.6
Cc1ccc(C)c(N(CC(=O)NCCC2=CCCCC2)S(C)(=O)=O)c1	-1.0	35	-4	-2.4	1	-9	-22	33	0.1
C=CCn1c(COc2ccc(CC)cc2)nnc1SC/C(O)=C(\C#N)c1nc2ccccc2[nH]1	-0.2	13	-4	0.1	1	-15	-18	88*	-1.1
Cc1ccccc1NC(=S)NCCC(c1ccccc1)c1ccccc1	-1.8	15	2	0.3	-12	-9	-6	-7	-1.6
CC(C)(C)NC(=O)NC(=O)COC(=O)CCC1CCCCC1	-0.7	53	6	-0.9	1	15	10	80*	-0.5
S=C(Nc1ccccc1)N1CCCCCC1	0.1	-14	9	-1.0	11	-2	-7	-14	0.5
COc1cccc(N2CCN(C3CC(=O)N(c4ccc(C)c(Cl)c4)C3=O)CC2)c1 (stereo not given)	0.4	-9	4	1.0	-4	-23	-10	55	1.1

The list continues:
smiles	TRPN1 ag	EP2 mod	NPY Y1 blocker	S1P4 agonist	NPY2 pot ag	NPY1 pot ag	S1P4 antag	CHOP inh	TRPML3 ag
CSc1ccc(Cn2nnc(C(=O)NCCc3ccc(Cl)cc3)c2N)cc1	-0.8	0	.	-0.4	-5	21	-15	28	0.5
CCCOc1ccc(/C(O)=C2/C(=O)C(=O)N(CCCn3ccnc3)C2c2cccs2)cc1 (stereo not given)	1.5	47	0	1.4	3	-13	-4	5	0.3
CC(=O)C1=C(O)C(=O)N(c2cccc(C(=O)O)c2)C1c1ccccc1F (stereo not given)	0.1	29	0	-0.5	13	10	-4	21	0.5
COc1ccc(-c2csc(/C(C#N)=C/Nc3cc4oc5ccccc5c4cc3OC)n2)cc1	0.6	28	-2	0.7	-4	-28	9	-8	0.1
Cc1cc(C)c(S(=O)(=O)N2CCN=C2c2ccccc2)cc1C	0.3	-7	10	-1.0	-1	8	3	18	-0.7
CC(=O)c1cccc(NC(=O)NC2CC3CCCC(C2)N3CC(C)C)c1 (stereo not given)	0.0	6	0	-2.6	11	-5	-5	-1	0.6
S=c1[nH]nc(-c2ccncc2)n1/N=C/c1cn(-c2ccccc2)nc1-c1ccccc1	1.9	-20	.	0.2	9	-3	-4	-41	-0.3
CCOC(=O)C(=NC1CCS(=O)(=O)C1)NNc1ccc(Br)cc1 (stereo not given)	1.2	-53	-2	1.2	-1	18	25	-4	0.9
O=C(O)C(Oc1ccc2c3c(c(=O)oc2c1)CCC3)c1ccccc1 (stereo not given)	-0.3	37	13	-0.6	-17	-8	-12	-4	0.9
CCN1CCN(CCNC(=O)c2ccc(/C=C3/Sc4ccccc4N(Cc4ccccc4C)C3=O)cc2)CC1	13	-28	6	-1.5	10	9	-10	-4	7.5
COc1c(C(O)CC(C)C)ccc2c1C(=O)OCc1cc(C)cc(O)c1O2 (stereo not given)	6.1	-21	-1	0.0	-5	-7	1	24	1.9
O=C1c2ccccc2C(=O)C1Cc1cccc2ccccc12	-0.9	-2	6	0.1	-7	3	8	-2	0.4
Cc1c(/C(O)=C2\C(=O)C(=O)N(CCN(C)C)C2c2cccnc2)cnn1-c1ccccc1 (stereo not given)	0.4	30	-2	3.0	3	-15	-7	67	0.7
